SMN2 splice enh: enhancers of SMN2 splice variant expression; HEK293 SMN2-luciferase splicing reporter, luminescence, 30-36 h; Potency, µM (series often up to 46.1 µM), for inactives: at the highest dose activity change, positive = activation, most hits filed as activators; hit rate 2.8% among 210,000; note: % of control where 0% means no effect; nearly all actives have a fitted effect of over 55% in size
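HEK293 cells carry an SMN2 minigene-luciferase reporter in which exon 7 inclusion puts luciferase in frame. Cells were seeded at 2000 cells/well, attached for 10-12 hours, then exposed to compounds for 30-36 hours at 37C before ONE-Glo luminescence.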
GoLoco inh red: blocks human Gai1 binding to RGS12 GoLoco peptide, red readout | P63096 | Gai1:RGS12 GoLoco peptide FP, rhodamine, 10 min | Potency, µM (top dose mostly 61.6 µM), for the others: top-dose activity, negative = inhibition, usual class: inhibitors | hit rate 0.44% among 230,000; active = well fitted inhibition curve with a large enough effect, not every such curve was filed as active; inactive = no such curve, though single readings can be large or run the other way; note: % is set by controls: 0 for no effect and ±100 for the full control effect; nearly all actives have a fitted effect of over 30% in size; many of its hits are not listed in these tables
JMJD2E inh: JMJD2E (human) inhibition; JMJD2E catalytic domain, FDH-coupled NADH fluorescence (FDH is formaldehyde dehydrogenase); hit rate 1.6% among 230,000; Potency, µM (highest dose often 57.1 µM), inactives show at the top dose activity change, negative = inhibition, most hits filed as inhibitors; B2RXH2; active = well fitted inhibition curve with a large enough effect, not every such curve was filed as active; inconclusive = small, poorly fitted or top-dose-only effect, or another doubt; inactive = no such curve, though single readings can be large or run the other way;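 note: 0% = wells with enzyme and -100% = buffer wells without enzyme; nearly all actives have a fitted effect of over 50% in size; many of its hits are not listed in these tables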
Target sequence (B2RXH2 1-337 limits assumed): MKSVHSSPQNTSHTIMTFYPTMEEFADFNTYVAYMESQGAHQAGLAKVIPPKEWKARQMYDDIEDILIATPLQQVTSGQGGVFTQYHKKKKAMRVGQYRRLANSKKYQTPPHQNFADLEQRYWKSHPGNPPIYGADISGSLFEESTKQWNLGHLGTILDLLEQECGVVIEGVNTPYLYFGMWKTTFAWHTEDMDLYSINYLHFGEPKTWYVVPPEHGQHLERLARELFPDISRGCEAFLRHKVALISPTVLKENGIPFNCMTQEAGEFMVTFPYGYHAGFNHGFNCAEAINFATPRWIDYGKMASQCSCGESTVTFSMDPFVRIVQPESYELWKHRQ
aGal spleen mod: inhibits or activates alpha-galactosidase in human spleen homogenate; P06280; human spleen homogenate, 4MU-alpha-Gal fluorescence, 40 min; Potency, µM (doses to about 80 µM), inactives show top-dose activity change, negative = inhibition, hits mostly inhibitors; hit rate 0.008% among 240,000; AID 2107;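 note: 0% = enzyme with vehicle and -100% = no enzyme basal signal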
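qHTS titration in buffer at pH 5.0. Alpha-galactosidase activity in spleen homogenate was measured via 4-methylumbelliferone release from 1 mM fluorogenic substrate after 40 min at 37C and a pH 10 stop. AC50 came from Hill fits of control-normalized data.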
GAA glycogen: GAA glycogen-cleavage inhibition or activation; recombinant GAA, glycogen substrate, Amplex Red glucose oxidase fluorescence; Potency, µM (top dose mostly 76.4 µM), without a hit: at the highest dose activity change, negative = inhibition, hits mostly inhibitors; hit rate 0.38% among 300,000;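 note: 0% = full enzyme reaction and -100% = no-enzyme basal signal; the screen sought inhibitors and activators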
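Natural-substrate format: glycogen cleavage by 4 nM human enzyme, glucose read by Amplex Red coupling (Ex 573, Em 610 nm). Normalized to enzyme and no-enzyme controls.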
GAA spleen mod: inhibits or activates alpha-glucosidase in human spleen homogenate. P10253. human spleen homogenate, 4-MU-alpha-glucoside fluorescence. Potency, µM (titrated, usually from 79.9 µM), for inactives: top-dose activity change, negative = inhibition, actives largely listed as inhibitors. hit rate 0.006% among 240,000;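 note: 0% = enzyme with vehicle and -100% = no enzyme basal signal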
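Enzyme source: human spleen homogenate, 1 ug/well. Buffer 50 mM citric acid/K phosphate pH 5.0, 0.01% Tween-20. 4-MU-alpha-glucoside 1 mM; 37 C x 40 min; NaOH/glycine stop; fluorescence.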
ALDH1A1 block: blocks purified human ALDH1A1 activity | P00352 | Purified ALDH1A1, NADH fluorescence, propionaldehyde substrate | Potency, µM (series often up to 75.3 µM), inactives show at the top dose activity, negative = inhibition, actives largely listed as inhibitors | hit rate 7.3% among 220,000 | AID 1030; active = well fitted inhibition curve with a large enough effect, not every such curve was filed as active; inconclusive = small, poorly fitted or top-dose-only effect, or another doubt; inactive = no such curve, though single readings can be large or run the other way;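 note: plate controls were no enzyme wells and a reference inhibitor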
Target sequence (P00352 whole entry, looked up): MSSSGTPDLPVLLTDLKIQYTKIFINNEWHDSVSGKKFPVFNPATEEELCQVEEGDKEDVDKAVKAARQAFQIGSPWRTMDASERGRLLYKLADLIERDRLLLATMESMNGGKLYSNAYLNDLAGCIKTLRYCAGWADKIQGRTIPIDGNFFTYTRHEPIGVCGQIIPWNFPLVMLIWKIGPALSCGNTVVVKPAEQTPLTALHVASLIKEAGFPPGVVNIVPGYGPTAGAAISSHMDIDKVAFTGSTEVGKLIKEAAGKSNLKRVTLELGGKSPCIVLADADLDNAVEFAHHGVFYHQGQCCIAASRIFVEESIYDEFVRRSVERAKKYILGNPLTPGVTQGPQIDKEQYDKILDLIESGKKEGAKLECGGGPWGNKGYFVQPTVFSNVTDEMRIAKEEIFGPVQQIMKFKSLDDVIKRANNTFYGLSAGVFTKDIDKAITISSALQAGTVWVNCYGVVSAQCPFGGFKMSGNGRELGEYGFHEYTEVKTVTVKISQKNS
GAA inh: blocks human lysosomal alpha-glucosidase. P10253. purified human GAA, 4-MU-alpha-glucoside fluorescence. Potency, µM (top dose mostly 76.9 µM), without a hit: top-dose activity change, negative = inhibition, actives largely listed as inhibitors. hit rate 0.005% among 200,000;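 note: plate controls were uninhibited enzyme wells for no effect and no-enzyme background for full effect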
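Activity normalized between no-enzyme (basal) and enzyme-only wells. Conditions: 4 nM human enzyme, 400 uM fluorogenic substrate, citrate/phosphate pH 5.0 with Tween-20, 20 min room temperature, compounds up to 77 uM.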
* marks the source's active call; other numbers are inactive results; ? = inconclusive; · = not tested or not shown; [ ] = remark or other dose. Unless noted, calls come from the whole dose curve; as a rule, active = well fitted curve in the direction sought with a large enough effect; inconclusive = small, poorly fitted or top-dose-only effect, or another doubt; inactive = no such curve, though single readings can be large; an effect the other way counts as inactive or inconclusive. Potency is the fitted concentration of half-maximal effect. Only part of the results is shown, so the mix of outcomes need not match the whole.

SMILES	SMN2 splice enh	GoLoco inh red	JMJD2E inh	aGal spleen mod	GAA glycogen	GAA spleen mod	ALDH1A1 block	GAA inh
COc1ccc(N2CCN(C(=O)c3c(-c4ccccc4)noc3C)CC2)cc1	-16.3%	-10.4%	7.5%	3.5%	-0.2%	1.7%	2.2%	-2.2%
N#CNC(=Nc1ccc(F)cc1)SCc1ccccc1	-0.8%	5.9%	3.4%	4.2%	3.1%	0.5%	7.8%	3.2%
c1ccc2sc(C3CCN(Cc4nnnn4Cc4ccc5c(c4)OCO5)CC3)nc2c1	-53.1%[inhibitor]	2.1%	4.3%	-5.0%	-4.4%	-13.1%	?	-5.2%
O=C(CSc1nnc(C2CCCCC2)n1Cc1ccccc1)NCc1ccco1	-27.7%	5.3%	5.2%	4.3%	2.6%	8.1%	-7.3%	0.7%
COc1cccc(OC)c1-c1nn2c(-c3ccco3)nnc2s1	12.2%	7.7%	-0.2%	1.2%	4.1%	0.3%	?	2.4%
Cc1nn(C(C)C(=O)NCC2CCCO2)c(=O)c2cc3occc3n12 (stereo not given)	6.6%	3.6%	-20.4%	2.4%	2.7%	-3.5%	?	2.1%
COC(=O)CN1C(=O)C(C)(C)Oc2ccc(C(=O)NC3CC3)cc21	19.5%	9.7%	1.7%	-1.2%	-1.8%	0.0%	-3.4%	-0.3%
C/C=C(\C)c1nnc(NC(=O)OCC)s1	?	6.2%	8.4%	-1.1%	1.2%	-14.3%	?	4.2%
CC(C)(C)C(=O)Nc1ncc(C(F)(F)F)cc1Cl	-15.6%	-6.3%	1.1%	-5.6%	-2.6%	-2.6%	10.7%	2.6%
COc1ccc(C(=O)OCC(=O)NC2CC2)cc1[N+](=O)[O-]	5.62µM*	8.9%	2.6%	5.4%	7.8%	-4.9%	?	5.4%
NC(=O)NC(=O)CSc1cccc(C(F)(F)F)c1	-8.2%	10.5%	?	5.5%	1.5%	1.2%	7.5%	3.2%
CCOc1ccc(Cn2nnc(C(=O)NCc3ccccc3)c2N)cc1	-5.7%	5.8%	?	-3.6%	-6.4%	-4.8%	-9.7%	-6.5%
O=C(NCc1cccnc1)c1ccccc1-c1ccccc1	-3.0%	-7.7%	3.5%	-2.8%	17.5%	2.6%	-2.0%	3.4%
O=C(NCc1ccc(F)cc1)Nc1cccc([N+](=O)[O-])c1	6.5%	6.4%	6.7%	-10.1%	-7.0%	-17.5%	0.8%	?
O=C1N(Cc2cccnc2)C[C@@H]2C[C@@H](c3cccc(C(F)(F)F)c3)N3CCC[C@@]123	·	5.6%	-7.5%	5.3%	4.3%	3.9%	7.5%	·
CCOC(=O)c1csc(NC(=O)CSc2nnnn2-c2ccc(OC)c(OC)c2)n1	-54.0%[inhibitor]	31.7%[activator]	2.1%	-0.3%	0.7%	2.7%	7.2%	2.6%
CN(Cc1ccccn1)Cc1nc(-c2ccc(Cl)cc2)no1	·	18.1%	2.4%	5.5%	-8.9%	7.8%	?	8.2%
CSC1=N/C(=C\c2ccc(Cl)cc2)C(=O)N1N(C)C	·	20.1%	1.2%	-0.8%	2.9%	0.5%	5.1%	-1.1%
CCCCC(=O)Nc1ccc(NC(=O)c2ccc3c(c2)OCO3)cc1OC	29.0%	-4.4%	15.6%	3.8%	2.4%	-1.9%	7.0%	-0.9%
c1ccc(C2CC(c3ccccc3)n3c(nc4ccccc43)N2)cc1 (stereo not given)	18.6%	-5.5%	2.3%	11.9%	-3.3%	4.8%	6.9%	1.9%

Ordered by SMILES length (falling): three of the compounds above.
SMILES	SMN2 splice enh	GoLoco inh red	JMJD2E inh	aGal spleen mod	GAA glycogen	GAA spleen mod	ALDH1A1 block	GAA inh
COC(=O)CN1C(=O)C(C)(C)Oc2ccc(C(=O)NC3CC3)cc21	19.5%	9.7%	1.7%	-1.2%	-1.8%	0.0%	-3.4%	-0.3%
CSC1=N/C(=C\c2ccc(Cl)cc2)C(=O)N1N(C)C	·	20.1%	1.2%	-0.8%	2.9%	0.5%	5.1%	-1.1%
CC(C)(C)C(=O)Nc1ncc(C(F)(F)F)cc1Cl	-15.6%	-6.3%	1.1%	-5.6%	-2.6%	-2.6%	10.7%	2.6%

(listing goes on)
SMILES	SMN2 splice enh	GoLoco inh red	JMJD2E inh	aGal spleen mod	GAA glycogen	GAA spleen mod	ALDH1A1 block	GAA inh
CCn1c(SCc2cccc(F)c2)nnc1-c1cccnc1	·	2.4%	-3.0%	13.6%	-1.1%	4.0%	3.5%	·
COc1ccc(-c2ccc(-c3noc(-c4cccc(OC)c4)n3)c(OC)n2)cc1	-45.8%[inhibitor]	4.8%	1.8%	-1.0%	3.9%	3.6%	?	-14.4%
CC(NC(=O)c1cc(F)c(F)cc1Cl)c1ccncc1 (stereo not given)	·	-3.7%	0.1%	-0.8%	-9.6%	0.7%	0.7%	·
COc1ccc(Nc2cc(C)nc(-n3nc(C)cc3C)n2)cc1	·	9.7%	-7.4%	-3.3%	4.7%	-1.7%	4.1%	-2.6%
CCOC(=O)CC(=O)CSc1nc2c(cc1C#N)CCC2	-4.3%	6.2%	?	4.4%	-8.9%	-4.2%	?	4.2%
O=C(OCc1csc(-c2ccccc2)n1)c1cccs1	13.9%	-9.7%	-6.7%	12.4%	1.5%	9.8%	1.6%	-10.9%
CCC(C)NC(=O)c1ccc2c(Cl)c3c(nc2c1)CCC3 (stereo not given)	·	3.8%	-4.9%	1.9%	-0.1%	-0.4%	·	·
Cc1nnc(-n2cnc3ccccc32)c2ccccc12	-3.4%	-3.8%	0.1%	-2.7%	4.1%	-5.8%	7.3%	-5.1%
CC(=O)c1ccc(NC(=S)NCCc2cccc(Cl)c2)cc1	12.6µM*	22.6%	3.3%	-4.4%	-10.3%	-1.0%	-6.5%	?
COc1ccccc1-c1ccc(SCC(=O)Nc2cc(C)on2)nn1	-36.6%	5.1%	9.0%	-3.2%	-1.7%	-6.0%	?	-0.6%
COc1cccc(N(C(C)=O)c2nc(C)cc(C)c2C#N)c1	-15.9%	-1.4%	-0.9%	-13.7%	7.3%	-11.6%	2.9%	-9.9%
COC(=O)c1cc2ccc(OC)c(OC)c2c(=O)s1	3.8%	-10.9%	?	4.5%	6.8%	6.2%	2.4%	-0.6%
O=C(C/C=N/OCc1c(Cl)cccc1Cl)c1ccccc1	-4.9%	0.4%	-2.4%	-4.3%	-13.4%	-0.2%	?	-0.6%
COc1cc(CC(CC(=O)O)CC(C)OCc2ccccc2)cc(OC)c1 (stereo not given)	1.6%	-6.7%	1.7%	25.1%	3.7%	4.3%	-2.6%	0.6%
COCCCNCCCCOc1ccc(Br)cc1Cl	3.6%	3.1%	?	2.7%	-2.7%	-7.3%	-4.2%	-1.4%
C=C(C)CSC1=C(C#N)C(c2ccccc2Cl)CC(=O)N1 (stereo not given)	-17.9%	-3.8%	-24.6%	-4.9%	-4.3%	-12.2%	?	2.6%
Cc1cc(C)n(-c2ccc(C(=O)OCc3nnc(-c4ccccc4)o3)cc2)n1	-4.5%	-0.6%	-1.9%	8.2%	2.8%	6.5%	-0.7%	-1.5%
O=C(/C(N=Nc1cccc([N+](=O)[O-])c1)=C(/O)c1ccc(Br)cc1)C(F)(F)F	·	3.4%	5.6%	3.2%	-8.4%	-2.2%	·	·
CCC(C)C(=O)Nc1nnc(SCC(=O)Nc2ccc(F)cc2)s1 (stereo not given)	·	16.6%	-7.2%	-1.6%	-4.2%	-3.6%	-2.8%	2.6%
COc1ccc(-n2nnnc2-c2cn(C)nc2C(F)(F)F)cc1	-41.0%[inhibitor]	11.7%	5.7%	1.7%	1.1%	-17.0%	15.3%	-4.9%
COc1cccc(N2C(=O)C3CCCN3C2c2ccc(Cl)cc2)c1 (stereo not given)	-5.0%	6.9%	5.7%	-0.7%	5.2%	-4.9%	5.5%	0.3%[15.4 µM]
CCCCN(Cc1ccco1)C(=O)c1cc2c(=O)[nH]c3ccc(C)cc3c2s1	-30.1%[inhibitor]	6.2%	?	0.5%	4.3%	1.9%	?	-6.8%
Cn1c2c(c(O)c(-c3ccccc3)c1=O)C(=O)CC(C)(C)C2	-13.4%	8.6%	4.0%	11.6%	-1.5%	0.1%	2.8%	-1.1%
c1ccc(-n2c(Sc3cnccn3)nnc2-c2cccs2)cc1	-5.2%	14.4%	0.1%	-2.1%	1.6%	-0.8%	0.3%	1.3%
CCOC(=O)CSc1nnc(CSc2nc3ccccc3s2)n1C	-15.6%	-9.8%	0.0%	-0.2%	-14.9%	4.3%	?	0.6%
COc1cc(NC(=O)CSc2cc(C)c3cc(C)cc(C)c3n2)c(C(=O)O)cc1OC	·	13.0%	0.2%	5.5%	0.9%	10.8%	·	·
COC(=O)C1=CN(C)C=C(C(=O)OC)C1c1ccc(Cl)cc1Cl	3.2%	5.4%	?	10.0%	8.3%	0.4%	?	?
COc1ccc(N2C(=O)CSC2c2cccc(OC)c2OC)cc1 (stereo not given)	-2.6%	1.8%	0.5%	-0.6%	-1.4%	-21.4%	-3.8%	4.8%
CCc1cc(CC)c(/C=N/NC(N)=O)c(CC)c1/C=N/NC(N)=O	19.1%	6.5%	8.1%	8.4%	2.4%	10.4%	13.4%	4.1%
CC1=C(C(=O)N(C)C)C(c2cccc(Cl)c2)NC(=O)N1 (stereo not given)	25.2%	3.9%	-4.4%	1.8%	3.2%	-2.1%	1.5%	-4.2%
CCOC(=O)Nc1ccc(Cc2ccncc2)cc1	·	1.8%	4.9%	1.3%	-11.3%	-5.3%	14.5%	-0.9%
O=C1CSc2ccc(C(=O)N3CCN(c4ccccn4)CC3)cc2N1	-24.7%	9.2%	-9.9%	-16.0%	-0.3%	-12.4%	-3.3%	-3.4%
CC(/C=C/c1ccco1)=N/NC(=O)C1COc2ccccc2O1 (stereo not given)	·	7.3%	-0.7%	8.9%	-6.3%	-0.1%	·	·
Cc1ccc(/C=N\Nc2cn[nH]c(=O)c2Cl)cc1	17.9%	2.6%	?	0.3%	-8.6%	0.1%	?	0.0%
CC(=O)NNC(=S)NCCc1ccccc1	-1.3%	-1.3%	8.2%	0.5%	-12.7%	-2.4%	1.9%	-0.9%
N#C/C(=C(/O)COC(=O)COc1cccc(Br)c1)c1nc2ccccc2[nH]1	·	51.9%[activator]	-12.6%	-1.4%	8.1%	2.5%	·	·
O=C(NC1CCCC1)C1CCC(=O)N1CCc1ccccc1 (stereo not given)	-5.5%	21.3%	-4.2%	-2.3%	-3.3%	1.5%	0.5%	2.4%
